AHR activator: human AHR activation | P35869 | AHR-responsive luciferase reporter cells, luminescence | activation, % at 5 µM | hit rate 2.5% among 320,000 | AID 2796; in the data active = activation above about 47%;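 note: 0% = vehicle wells and 100% = reference agonist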
ZTA DNA inh: blocks Epstein-Barr virus ZTA, an EBNA-1 counter-screen; P03206; ZTA-DNA binding, fluorescence polarization; hit rate 0.15% among 320,000; inhibition, % at 11 µM; in the data active = inhibition above about 33%
LAP4 TOR yeast: alters LAP4-GFP fluorescence in TOR pathway yeast screen. GFP response vs DMSO, % at 10 µM. S. cerevisiae LAP4-GFP multiplex, flow cytometry GFP, 3 h; median GFP as percent of DMSO wells. AID 2023. hit rate 0.34% among 320,000;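 active = GFP response vs DMSO above a set limit, about the screen mean plus 3 SD, cut at about 150% in these data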
procasp7 counter: counter-screen: procaspase-7 (human) activation; P55210; activation, % at 8.5 µM; recombinant procaspase-7, Ac-DEVD-pNA absorbance 405 nm; D23A/D198A/D206A triple mutant, cannot self-cleave; scale: DMSO 0, 5 µM enzyme 100; AID 463210; hit rate 0.093% among 330,000;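 active = percent activation above the screen-wide mean plus 3 SD, cut at about 25% in these data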
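Detection: p-Nitroaniline absorbance at 405 nm, read at 0 and 120 min; system: Uncleavable procaspase-7 mutant enzyme; evaluation: % activation from two-timepoint absorbance difference, scaled to controls; times: 1 h enzyme–compound preincubation and 2 h substrate reaction, both 25 °C; buffer or medium: Zinc-free HEPES pH 7.4 with 300 mM NaCl, 0.01% Triton X-100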
procasp3 activ: procaspase-3 (human) activation. recombinant procaspase-3 D3A, Ac-DEVD-pNA absorbance 405 nm. P42574. activation, % at 8.5 µM. hit rate 0.11% among 330,000. AID 463141;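 active = activation above the mean of all tested compounds plus 3 SD, cut at about 21% in these data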;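 note: 0% = DMSO alone and 100% = DMSO wells spiked with extra 5 µM PC-3 D3A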
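Evaluation: percent activation relative to control range; Material: Procaspase-3 D3A mutant, all three cleavage aspartates alanine; Compound: single dose, 8.5 µM nominal compound, 0.8% DMSO; Replication: one well per compound; Signal: absorbance at 405 nm, 0 and 120 min; Schedule: 1 h preincubation plus 2 h reaction at 25 °C.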
EBNA-1 inh: blocks EBNA-1 binding to DNA; inhibition, % at 14.8 µM; EBNA-1 DNA binding, fluorescence polarization; hit rate 0.34% among 300,000; AID 1950; in the data active = inhibition above about 28%
RPL19A TOR yeast: alters RPL19A-GFP fluorescence in TOR pathway yeast screen; S. cerevisiae RPL19A-GFP strain, flow cytometry, 3 h; active compounds read low; percent response vs DMSO, % at 10 µM; hit rate 0.3% among 330,000;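 active = percent response vs DMSO below 50%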;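 note: median channel GFP fluorescence of the barcoded RPL19A-GFP strain; ratio of sample median GFP to plate DMSO average so 100% = DMSO; lower means less RPL19A-GFP as with rapamycin TOR inhibition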
MEP2-GFP yeast: alters MEP2-GFP fluorescence in TOR pathway yeast screen | S. cerevisiae MEP2-GFP strain, flow cytometry GFP, 3 h; 100% = DMSO control level | GFP response vs DMSO, % at 10 µM | hit rate 0.51% among 330,000 | AID 2016;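 active = GFP response versus DMSO above a set limit, roughly screen mean plus 3 SD, cut at about 180% in these data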;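 note: median GFP fluorescence of the barcode-gated MEP2-GFP cells per well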
Numbers without * were called inactive; . = not tested or not shown. Hits appear at their usual frequency; any-hit rate near 3.8%.

The opening 6 compounds as a preview:
SMILES	AHR activator	ZTA DNA inh	LAP4 TOR yeast	procasp7 counter	procasp3 activ	EBNA-1 inh	RPL19A TOR yeast	MEP2-GFP yeast
COCCCNC(=O)c1ccc2c(c1)ncn2-c1ccc(C)cc1C	-2	5	96	8	-3	-6	105	104
CCOC(=O)COc1ccc2c3c(c(=O)oc2c1)CCCC3	1	1	99	14	-1	8	102	108
CCOc1cc(C(=O)NCc2nnc(SCC(=O)OC)n2C)cc(OCC)c1OCC	1	-2	103	-6	1	6	99	104
CCc1nnc(NS(=O)(=O)c2ccc(N/C=C/C(=O)c3ccc(OC)cc3)cc2)s1	2	-1	84	-4	-5	-8	97	101
CC(Cc1cnccn1)NC(=O)c1cc(COc2ccc(F)cc2F)on1 (stereo not given)	-2	-14	104	11	2	0	101	100
CCOC(=O)c1nc(N)c(=O)n(-c2ccccc2)n1	3	0	99	-5	5	-3	99	99

Results, from the start:
SMILES	AHR activator	ZTA DNA inh	LAP4 TOR yeast	procasp7 counter	procasp3 activ	EBNA-1 inh	RPL19A TOR yeast	MEP2-GFP yeast
COCCCNC(=O)c1ccc2c(c1)ncn2-c1ccc(C)cc1C	-2	5	96	8	-3	-6	105	104
CCOC(=O)COc1ccc2c3c(c(=O)oc2c1)CCCC3	1	1	99	14	-1	8	102	108
CCOc1cc(C(=O)NCc2nnc(SCC(=O)OC)n2C)cc(OCC)c1OCC	1	-2	103	-6	1	6	99	104
CCc1nnc(NS(=O)(=O)c2ccc(N/C=C/C(=O)c3ccc(OC)cc3)cc2)s1	2	-1	84	-4	-5	-8	97	101
CC(Cc1cnccn1)NC(=O)c1cc(COc2ccc(F)cc2F)on1 (stereo not given)	-2	-14	104	11	2	0	101	100
CCOC(=O)c1nc(N)c(=O)n(-c2ccccc2)n1	3	0	99	-5	5	-3	99	99
Cc1ccc(NC(=O)CCC(=O)N2CCOCC2)nc1	3	-1	110	-3	2	-10	96	92
COc1ccc(C(=O)NC(=S)NNC(=O)c2ccccc2O)cc1	7	-16	93	1	-3	-3	103	89
COc1ccccc1C(=O)NC(=O)COC(=O)CCOc1ccc(C)cc1	1	8	117	10	-7	2	101	100
CC(=O)NCC(=O)OCC(=O)Nc1nc(-c2ccccc2)cs1	5	-1	92	-4	2	1	94	98
COc1ccc(OCc2cc(C(=O)NCC(C)(C)N3CCOCC3)no2)c(Cl)c1	0	-24	103	-7	2	-1	93	94
CCc1ccc(NC(=O)C(=O)c2ccccc2NC(C)=O)cc1	6	2	95	-3	4	.	96	98
CCCCN1CC[C@H]2C=CC[C@@H](C(=O)Nc3ccc(Cl)cc3Cl)[C@H]2C1=O	7	-7	105	-5	7	1	104	97
CC(=O)Nc1ccc(CN2CCN(Cc3ccc(C)cc3)C(CCO)C2)cc1 (stereo not given)	1	10	107	6	-3	-6	98	113
CCOc1ccc2cc(C3CC(c4ccco4)=NN3S(C)(=O)=O)c(=O)[nH]c2c1 (stereo not given)	4	3	101	-25	-6	7	101	101

As a short view, some entries already given.
SMILES	AHR activator	ZTA DNA inh	LAP4 TOR yeast	procasp7 counter	procasp3 activ	EBNA-1 inh	RPL19A TOR yeast	MEP2-GFP yeast
CCOc1cc(C(=O)NCc2nnc(SCC(=O)OC)n2C)cc(OCC)c1OCC	1	-2	103	-6	1	6	99	104
CCc1nnc(NS(=O)(=O)c2ccc(N/C=C/C(=O)c3ccc(OC)cc3)cc2)s1	2	-1	84	-4	-5	-8	97	101

(cont.)
SMILES	AHR activator	ZTA DNA inh	LAP4 TOR yeast	procasp7 counter	procasp3 activ	EBNA-1 inh	RPL19A TOR yeast	MEP2-GFP yeast
CC1(C)CC(=O)C2=C(C1)Nc1ccccc1NC2c1ccc([N+](=O)[O-])cc1 (stereo not given)	-2	1	100	6	-4	-8	96	99
CCCc1n[nH]c2c1C(=O)C(C(=O)OC)C(C)(C)C2 (stereo not given)	1	15	91	-1	4	13	95	93
CCOc1cc(N2CCOCC2)c(OCC)cc1NC(=O)Cc1ccccc1	3	-10	108	-2	7	-2	102	95
COC(=O)c1cc(OC)c(OC)cc1N=CC1=C(O)CC(C)(C)CC1=O	21	-13	105	12	-3	4	102	104
Cc1cc(NC(=O)Cc2ccccc2[N+](=O)[O-])no1	33	-4	81	3	-1	-13	95	90
COc1cccc(CNc2ccc(S(=O)(=O)Nc3nccs3)cc2)c1O	4	-1	117	1	1	-6	95	110
Cc1ccc(Nc2nc(-c3ccccc3)c(CC(=O)O)s2)cc1	30	0	105	-19	-10	6	99	97
O=C(c1ccccc1)N1CCN(C(=O)c2nn3c(C(F)(F)F)cc(-c4ccco4)nc3c2Br)CC1	2	11	103	-33	-24	-5	100	102
COC(=O)N/N=C/c1cn(CCOc2ccccc2)c2ccccc12	47	-1	91	-6	-7	3	91	83
COc1cc2ccccc2c2c1CCCC2=O	11	1	104	-1	-9	-24	103	106
CCC(Nc1ccc(OC)cc1)C(=O)N/N=C/c1ccc([N+](=O)[O-])cc1 (stereo not given)	0	4	102	3	11	-2	101	111
Cc1cc(NS(=O)(=O)c2ccc(Br)s2)no1	2	-9	91	-6	4	0	95	101
CN(CC(=O)Nc1ccccc1Br)C(=O)CCCSc1nc2ccccc2[nH]1	14	-2	108	-1	-7	-17	98	99
COc1ccc(-c2c(NC(=O)c3ccco3)oc3ccccc3c2=O)cc1OC	0	-2	109	4	10	-9	101	115
CC1(C)CC2(CCO1)C(Nc1ccccc1)=NC(=S)N2c1ccccc1 (stereo not given)	1	9	105	3	-4	15	96	99
COc1cccc(-n2c(CCn3nc(C)c([N+](=O)[O-])c3C)n[nH]c2=S)c1	-2	6	101	-2	-5	10	104	104
CCN(CC)S(=O)(=O)c1ccc2oc(C(=O)NCc3ccc(F)cc3)c(C)c2c1	1	1	96	-5	-8	14	96	102
COc1ccc(C(CC(=O)O)c2ccc3c(c2)OCO3)cc1 (stereo not given)	1	5	.	14	5	5	96	100
Cn1ncnc1SCc1cn2cccnc2n1	1	3	96	-2	-3	-5	91	99
COC(=O)c1sccc1-n1cccc1C(=O)C(=O)N1CCCCC1	0	-10	82	0	-3	1	99	90
COc1cc(CN2CCC(C(=O)N3CCN(c4ccccc4F)CC3)CC2)cc(OC)c1O	-1	-5	88	-4	-3	7	97	96
O=C(Cc1coc(-c2ccc(F)cc2)n1)N1CCOCC1	-1	5	110	4	5	3	97	107
CCOC(=O)c1cc(-c2ccc(F)cc2)n(CC(=O)N2CCCC2)c1C	4	-11	96	-2	0	-4	101	104
CCOc1ccccc1N(C(=O)CNS(=O)(=O)c1ccccc1)C(CC)C(=O)NCc1ccco1 (stereo not given)	-3	-2	98	-1	-2	-12	100	101
COC(=O)c1ccc(CNC(=O)COC(=O)c2ccc(N(C)C)cc2)cc1	1	4	98	12	-4	-17	99	105
CC(C)C12CN3CC(C(C)C)(CN(C1)C31C(=O)Nc3ccccc31)C2=O (stereo not given)	6	13	93	10	0	-7	103	102
CO/N=C(\Cn1ncc(N2CCOCC2)c(Br)c1=O)c1ccc(Cl)cc1	1	-26	92	5	-6	-9	104	104
Cc1nc(SCC(=O)N2CCOCC2)c2c3c(sc2n1)CCC3	-1	.	97	4	-2	.	99	105
CCc1nnc(NC(=O)c2ccc3ccccc3n2)s1	28	17	100	9	1	-5	106	111
COc1cc(C(=O)N/N=c2/sc3ccccc3n2C)cc(OC)c1OC	171*	14	88	-14	8	-9	104	102
Brc1ccccc1-c1nnc(CSc2nncn2-c2ccccc2)o1	5	-15	93	3	3	-10	101	99
CCCN(CC(=O)Nc1cc(C)on1)CC(=O)Nc1ccccc1C	-1	1	103	3	9	.	105	101
Cn1c2ccccc2c2cnn(CC(=O)Nc3cccc(F)c3)c(=O)c21	8	-7	103	2	5	23	104	109
CN(C)CCCCNCCCNC(=O)/C=N\O	-4	5	106	4	5	0	101	106
O=C(CCn1nnc2ccccc21)Nc1nnc(Cc2ccc(F)cc2)s1	-1	-16	99	-23	1	-3	103	101
CCCCNC(=O)Cc1ccc(C)cc1	-3	-11	86	1	-10	11	98	105
CCCn1c(=O)c2[nH]c(-c3ccc(OCC(=O)Nc4ccc(C#N)cc4)cc3)nc2n(CCC)c1=O	1	6	108	-2	0	-4	99	100
Cc1cc(C)nc(N2CCC(C(=O)Nc3nnc(C)s3)CC2)n1	2	-8	99	7	-1	6	97	113
NC(=O)c1cc2c3ccccc3ccn2c1-c1ccccc1	42	2	96	-12	-3	-6	96	93
CCOC(=O)c1sc(C)c(C(N)=O)c1NC1=NCCCCC1	7	-1	94	2	4	-6	98	101
COc1ccc(/C=C/c2nc(S(=O)(=O)c3ccccc3)c(N(C)C)o2)cc1	0	5	110	-7	-4	0	101	104
CCCCn1nc(NC(=O)COC)c2cc3cc(OC)ccc3nc21	16	-8	94	2	-4	2	104	108
COC(=O)c1cc(Br)ccc1NC(=O)CSCc1c(C)noc1C	1	-2	99	8	8	.	94	102
O=C(COc1ccc2c3c(c(=O)oc2c1)CCC3)c1ccc2c(c1)OCO2	-1	3	93	0	5	2	98	96
COc1ccc(N2CC(C(=O)Nc3ccc4c(c3)OCO4)CC2=O)cc1 (stereo not given)	43	8	97	-2	6	-2	98	96
CCOc1ccc(S(=O)(=O)N2CCN(Cc3ccco3)CC2)cc1	0	-5	83	-2	-3	-3	96	105
CNC(=O)C(=O)NCC1CCCN1S(=O)(=O)c1cccs1 (stereo not given)	-1	11	107	15	-5	-2	105	106
CCCCOC1(c2ccccc2)OC(=O)c2ccccc21 (stereo not given)	0	1	99	13	6	2	99	106
Nc1c(C(=O)O)nnn1Cc1ccccc1	0	4	98	-1	-2	7	99	101
Nc1ccccc1Sc1ccc(C(F)(F)F)cc1[N+](=O)[O-]	1	1	110	-2	0	8	98	102
COC(=O)Cc1ccc(NC(=S)NCc2ccccc2OC)cc1	1	9	98	6	0	-10	98	95

From PubChem
